GLS inhibitor: glutaminase GLS (human) inhibition; O94925; GLS enzymatic activity, qHTS titration; Potency, µM (top dose mostly 45.5 µM), for the others: at the highest dose activity change, negative = inhibition, usual class: inhibitors; hit rate 0.21% among 410,000; AID 624170; also: potency is read from the fitted curve at half-maximal effect; % is scaled to controls: 0 for no effect and ±100 for the full control effect
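hKGA in 45 mM KH2PO4 pH 8.2, 0.02% Tween-20 with pin-transferred compounds; 1 mM L-glutamine (stock) plus glutamate oxidase/HRP/Amplex Red coupling added. Fluorescence read initially and after 30 min at RT.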
ALOX12 inh: inhibitors of human 12S-lipoxygenase ALOX12. purified 12hLO, xylenol orange hydroperoxide absorbance. Potency, µM (top dose mostly 108 µM), for the others: at the top dose activity change, negative = inhibition, most hits filed as inhibitors. AID 1671190. hit rate 1.1% among 580,000. P18054; also: potency is read from the fitted curve at half-maximal effect; % is scaled to controls: 0 for no effect and ±100 for the full control effect
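Hydroperoxide product was detected by ferrous iron/xylenol orange as the 573 to 405 nm absorbance ratio. Arachidonic acid at 40 uM (final) was turned over for 30 min at room temperature by 150 nM human 12hLO, pH 7.0 Hepes buffer, after 15 min compound preincubation.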
RGS4 inh: human RGS4 inhibition; P49798; Transcreener GDP fluorescence polarization, RGS4-accelerated GTP hydrolysis; Potency, µM (highest dose often 114 µM), inactives show at the highest dose activity change, negative = inhibition, actives largely listed as inhibitors; hit rate 0.039% among 390,000; also: potency is read from the fitted curve at half-maximal effect; % is scaled to controls: 0 for no effect and ±100 for the full control effect; nearly all actives have a fitted effect of over 75% in size; some results filed as inactive show a strong effect at the top dose
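MLSMR compounds (23 nl, pin-transferred) preincubated 10 min at room temperature with a 500nM (2x) first reagent, then RGS4 at 900nM (2x) plus Transcreener GDP mix added; fluorescence polarization (620/688 nm) read before and after 90 min at 30 °C.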
G9a inh: blocks human histone lysine methyltransferase G9a | Q96KQ7 | G9a H3K9 monomethylation, AlphaScreen, 2 h | Potency, µM (doses to about 102 µM), inactives show at the top dose activity, negative = inhibition, usual class: inhibitors | hit rate 8.8% among 350,000; also: potency is read from the fitted curve at half-maximal effect; % is scaled to controls: 0 for no effect and ±100 for the full control effect; nearly all actives have a fitted effect of over 75% in size
Target sequence (Q96KQ7 913-1193 limits assumed): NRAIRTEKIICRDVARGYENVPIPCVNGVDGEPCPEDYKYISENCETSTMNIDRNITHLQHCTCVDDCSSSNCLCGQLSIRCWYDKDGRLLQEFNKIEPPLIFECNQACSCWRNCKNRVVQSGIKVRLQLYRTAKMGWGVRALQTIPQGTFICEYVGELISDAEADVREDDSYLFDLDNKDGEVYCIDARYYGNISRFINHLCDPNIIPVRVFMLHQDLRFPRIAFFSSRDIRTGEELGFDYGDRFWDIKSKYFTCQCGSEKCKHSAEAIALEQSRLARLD
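Methyltransferase reactions run at room temperature for 2 h (20 nM enzyme, 500 nM biotin-H3K9 peptide, 20 uM SAM) after a 15 min compound preincubation; product detected by AlphaScreen beads and anti-H3K9me1 antibody.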
PI4K2A inh: inhibitors of human PI4K2A; purified PI4K2A, ADP-Glo luminescence, 1 h; hits give low values; activity change, negative = inhibition, % at 76.9 µM; hit rate 0.13% among 420,000; in the data active = activity change below about -50%; inconclusive = mostly about -30% to -49%;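 also: -100% = wells without enzyme as full effect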
Target sequence (Q9BTU6 whole entry, looked up): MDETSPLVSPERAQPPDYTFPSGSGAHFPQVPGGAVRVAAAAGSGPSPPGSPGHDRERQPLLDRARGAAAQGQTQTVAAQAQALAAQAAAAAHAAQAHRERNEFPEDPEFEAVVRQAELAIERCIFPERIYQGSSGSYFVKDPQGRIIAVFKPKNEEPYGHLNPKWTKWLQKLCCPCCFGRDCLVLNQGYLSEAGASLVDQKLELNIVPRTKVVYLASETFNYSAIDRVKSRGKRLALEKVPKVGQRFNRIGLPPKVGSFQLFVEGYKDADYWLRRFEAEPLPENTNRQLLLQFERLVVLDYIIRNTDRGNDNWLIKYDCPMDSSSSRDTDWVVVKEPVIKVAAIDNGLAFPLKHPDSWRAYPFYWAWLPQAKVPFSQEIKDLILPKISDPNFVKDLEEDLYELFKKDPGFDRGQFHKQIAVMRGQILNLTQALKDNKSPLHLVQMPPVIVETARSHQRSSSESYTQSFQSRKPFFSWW
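PI4K2A activity was measured by ADP-Glo luminescence: enzyme (4 ug/mL stock) and phosphatidylinositol (1.2 mM stock) in Tris pH 7.5/MgCl2/EGTA/Triton X-100 buffer were reacted with ATP (300 microM stock) for one hour at ambient temperature.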
BAZ2B inh: blocks human BAZ2B; Q9UIF8; AlphaScreen BAZ2B-H3K14Ac peptide displacement; Potency, µM (series often up to 114 µM), for the others: at the highest dose activity change, negative = inhibition, usual class: inhibitors; hit rate 4.4% among 360,000; AID 504333; also: potency is read from the fitted curve at half-maximal effect; % is scaled to controls: 0 for no effect and ±100 for the full control effect; nearly all actives have a fitted effect of over 60% in size
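Protein-peptide AlphaScreen: BAZ2B 50 nM, b-H3K14Ac 50 nM, 1x PBS pH 7.4 + 0.01% Tween-20. Preincubation 30 min RT; cpd 30 min RT (top 110 uM); beads 20 min RT, light-protected.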
ERG-DNA inh: ERG Ets/DNA interaction inhibition. P11308. fluorescence polarization, His-ERG Ets domain / labelled DNA. Potency, µM (titrated, usually from 76.9 µM), for the others: at the top dose FP activity, negative = inhibition, actives largely listed as inhibitors. hit rate 0.028% among 370,000. AID 624246; active = well fitted inhibition curve with a large enough effect in the polarisation, with a control signal flat; inconclusive = small, poorly fitted or top-dose-only effect, or effect the other way, or a change in a side signal; inactive = no such curve, though single readings can be large or run the other way; the % refers to the polarisation;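 also: polarization taken with two DNA probes labelled with fluorescein and Texas red; potency is read from the fitted curve at half-maximal effect; % of control where 0% means no effect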
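His-tagged ERG Ets domain (1 uM in the protein solution; 300mM KCl, 50mM Tris-HCl, 1mM EDTA, 1mM DTT, pH 7.5) received compound, then a probe mix of 5 nM fluorescein-DNA and 100nM Texas-615-DNA. Fluorescence polarization was read for both dyes.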
HP1b binding inh: HP1-beta chromodomain-methylated histone interaction inhibition | AID 540317 | AlphaScreen HP1-beta / biotin-H3K9me3 peptide binding | Potency, µM (doses to about 114 µM), for inactives: at the top dose activity change, negative = inhibition, usual class: inhibitors | hit rate 0.56% among 390,000 | P83916; also: potency is read from the fitted curve at half-maximal effect; nearly all actives have a fitted effect of over 70% in size; inactives centre near 23
Target sequence (P83916 whole entry, looked up): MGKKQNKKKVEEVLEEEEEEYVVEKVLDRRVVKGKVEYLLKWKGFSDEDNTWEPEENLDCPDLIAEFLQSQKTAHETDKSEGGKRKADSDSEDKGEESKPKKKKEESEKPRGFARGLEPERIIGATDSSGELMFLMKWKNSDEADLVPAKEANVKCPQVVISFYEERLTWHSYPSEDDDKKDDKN
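AlphaScreen: HP1-beta (50 nM) preformed 30 min with biotin-H3(1-18)K9me3 peptide (50 nM) in PBS pH 7.4, 0.01% Tween-20. Compound added for 30 min at RT, then streptavidin donor/nickel chelate acceptor beads (10 ug/mL) for 30 min.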
JMJD2A Tudor inh: inhibitors of human JMJD2A Tudor domain; AlphaScreen JMJD2A-Tudor / H3K4me3 peptide binding; Potency, µM (titrated, usually from 114 µM), for the others: at the top dose activity change, negative = inhibition, actives largely listed as inhibitors; hit rate 4.4% among 390,000; also: potency is read from the fitted curve at half-maximal effect; % is scaled to controls: 0 for no effect and ±100 for the full control effect; nearly all actives have a fitted effect of over 50% in size
Active calls of the source: *; ? = inconclusive; · = not tested or not shown; & = joins results of further samples; [ ] = dose if it differs, or a comment. Unless noted, calls follow the shape of the dose curve; as a rule, active = well fitted curve in the direction sought with a large enough effect; inconclusive = small, poorly fitted or top-dose-only effect, or another doubt; inactive = no such curve, though single readings can be large; an effect the other way counts as inactive or inconclusive. Not all compounds are listed; rates above refer to the full screens.

SMILES	GLS inhibitor	ALOX12 inh	RGS4 inh	G9a inh	PI4K2A inh	BAZ2B inh	ERG-DNA inh	HP1b binding inh	JMJD2A Tudor inh
CCOC(=O)c1ccc(N2C(=O)Cc3ccccc3C2=O)cc1	3%	1%	-28%	?	-8	-14%	-4%	12%	-36%
Cc1ccc(C)c(-c2[nH]ncc2CN2CCCC(CO)(Cc3ccccc3C)C2)c1 (configuration not stated)	-2%	0%	8%	·	-3	-6%	7%	3%	?
CC(=O)N1CCc2cc(NC(=O)c3ccc(C)cc3)ccc21	0%	-12%	-15%	-2%[59 µM]	4	12%	0%	49%	-16%
Cc1nn(C)c(C)c1NC(=O)COc1ccc(F)cc1Br	9%	?	5%	·	0	·	-6%	20%[57 µM]	1%
CC1(C)COCN1S(=O)(=O)c1ccc(C(=O)Nc2nnc(-c3ccc(Cl)s3)o2)cc1	15%	·	-12%	-30%[59 µM]	4	?	-2%	33%	-12%
CCCCN(CCCNC(=O)CN1N=C(c2ccccc2)CCC1=O)c1ccccc1	26%	-17%	-10%	?	-12	?	-1%	-34%	?
O=C1Nc2ccc(S(=O)(=O)N3CCOCC3)c3cccc1c23	-2%	-6%	23%	-16%[59 µM]	-1	8%	6%	27%	-3%
COc1cc(C2C3=C(CC(C)(C)CC3=O)N(C)C(=O)N2C)cc(OC)c1OC (configuration not stated)	-4%	8%	-2%	15%	2	12%	0%	32%	0%
O=C(CS(=O)(=O)c1ccccc1)Nc1nc2ccccc2s1	1%	5%	-13%	20%[12.7 µM]	-27	-34%	16%	61%[activator]	-18%
COC(=O)c1cc2oc(C)cc2n1CC(=O)Nc1ccc(OC)c(OC)c1	6%	-29%	20%	-46%[59 µM]	1	?	-5%	8%	-20%
Cc1ccc(N(C)S(=O)(=O)c2cccc(C(=O)Nc3nc4ccccc4[nH]3)c2)cc1	3%	3%&-5%	-9%	5%[59 µM]	-4	-3%	-10%	9%	-30%
O=C(Nc1cccnc1)c1ccc(Cl)c(S(=O)(=O)N2CCc3ccccc32)c1	9%	-5%	13%	-39%	3	-33%	1%	-3%	-17%
Cc1ccccc1NC(=O)COC(=O)/C=C/c1cn(-c2ccccc2)nc1-c1cccnc1	-1%	0%	-12%	-3%[59 µM]	1	4%	-4%	12%	-15%
Cc1nc(C(F)(F)F)ccc1C(=O)Nc1ccc(C(F)(F)F)cn1	0%	45%[activator]	0%	·	1	6%	17%	35%	-12%
Cc1cc(C)cc(NC(=O)N2CCCC2C(=O)Nc2ccc(-n3cnnn3)cc2)c1 (configuration not stated)	-3%	33%[activator]	17%	1%[59 µM]	-1	8%	-10%	34%	-10%
CN(Cc1ccccc1)S(=O)(=O)c1cc(Br)cc2c1N(C(=O)C1CC1)CC2	-7%	-25%	-9%	0%[59 µM]	2	-2%	2%	35%	1%
CCN(CC(=O)Nc1ccc(OC)cc1)C(=O)c1ccc(=O)n(Cc2ccccc2)n1	6%	-3%	8%	25%[59 µM]	2	8%	-10%	22%	-13%
COC(=O)c1c(NC(=O)C(C)C)sc2c1C(C(=O)OC)CC2 (configuration not stated)	5%	0%	0%	12%[59 µM]	10	6%	-1%	40%	-7%
O=C(CN1C(=O)CC(c2ccccc2)Sc2ccccc21)Nc1cccc(Cl)c1 (configuration not stated)	6%	-15%	7%	-3%[59 µM]	8	-3%	4%	14%	-12%
Cc1ccccc1N1C(=O)C(Cl)=C(N2CCCCCC2)C1=O	-29%	-29%	-25%	134%[activator]	5	127%[activator]	5%	279%[activator]	85%[activator]
O=C(Cn1cnc2ccc(Cl)cc2c1=O)NC1CCS(=O)(=O)C1 (configuration not stated)	2%	11%	14%	-4%	-2	13%	22%	-5%	-13%
COc1cccc(CC2(CO)CCCN(Cc3ccccc3-c3ccco3)C2)c1 (configuration not stated)	-16%	-3%	-3%	?	9	-2%	5%	-14%	-34%
Cc1ccc(NC(=O)c2cccc(OCc3c(C)noc3C)c2)cc1	10%	-4%	15%	23%[59 µM]	14	-8%	-3%	45%[activator]	1%
O=C1/C(=C/c2ccccc2)CCCc2ccccc21	6%	?	-42%	8%[59 µM]	-12	86%[activator]	6%	116%[activator]	100µM*
CCOC(=O)c1c(C)[nH]c(N=Nc2cc(C(=O)O)cc(C(=O)O)c2)c1C	4%	-10%	12%	-23%[59 µM]	-2	?	5%	-21%	-29%
CC(C)C[C@H]1CNC(=S)N1CC1CCN(CCCC2CCCC2)CC1	7%	-30%	18%	·	2	·	0%	12%	-32%
CN1CCN(/N=C/c2ccc(-c3ccccc3)cc2)CC1	5%	-3%	11%	71µM*	-7	22%	-1%	?	40µM*
COC(=O)C(NS(=O)(=O)c1ccccc1Cl)c1ccccc1 (configuration not stated)	-13%	-11%	-3%	4%	2	-13%	-2%	46%	-4%
S=c1[nH]nc(COc2ccccc2)n1Cc1ccccc1	4%	?	-43%	3.5µM*	2	-3%	·	4%	89µM*
Cc1ccc(/C(O)=C2\C(=O)C(=O)N(C)C2c2ccccc2[N+](=O)[O-])cc1 (configuration not stated)	-12%	-23%	-10%	2%[0.501 µM]	0	0%	-1%	14%	-16%
CC(C)(C)SCCNC(=O)CN1C(=O)c2ccccc2S1(=O)=O	-2%	-10%	4%	-10%	0	-6%	-2%	17%	-27%
Cc1cc(S(=O)(=O)N(Cc2ccccc2Cl)c2ccc3c(c2)CCC3)ccc1-n1cnnn1	3%	3%	-7%	10%[59 µM]	-1	-4%	·	42%[activator]	-19%
Brc1cc(Br)c2ncnc(N3CCCCC3)c2c1	-1%	43%[activator]	-15%	22%	12	36%	5%	107%[activator]	39%[activator]
O=C1c2cccc([N+](=O)[O-])c2C(=O)N1c1c[nH]c(=O)[nH]c1=O	-1%	-9%	-1%	-3%	-7	10%	1%	32%	-9%
O=C1c2ccccc2-c2onc3c(N4CCN(CCO)CC4)cc(N4CCN(C(=O)c5ccco5)CC4)c1c23	1%	17%	?	28µM*	?	16µM*	103%[activator]	?	25µM*
CCOc1ccc(-c2cc(C(=O)NCc3ccc(C)cc3)c3ccccc3n2)cc1	-9%	-6%	-4%	-28%[59 µM]	0	-11%	3%	21%	-15%
O=[N+]([O-])c1ccc(Oc2ccc(S(=O)(=O)N3CCOCC3)cc2)cc1	-16%	-9%	24%	6%	0	-17%	5%	-17%	-16%
O=C(Nc1ccccc1C(F)(F)F)c1noc2c1CCCCC2	0%	-17%	3%	29%[59 µM]	-11	82%[activator]	-1%	69%[activator]	39%[activator]
CCc1nc(N)c(C#N)c(-c2ccc(O)c(OC)c2)c1C	14%	3%	2%[56.9 µM]	29%[59 µM]	2	4%	-1%	49%[activator]	-17%[57.1 µM]
CCOC(=O)/C=c1/s/c(=C/c2ccc3cc(OC)ccc3c2)c(=O)n1CC(=O)NCc1ccc2c(c1)OCO2	15%	-4%	-5%	·	2	·	4%	9%	-6%
CC1CCN(c2ncccc2C(=O)O)CC1	1%	1%	-3%	1%	-3	-1%	·	12%	1%
Cc1ccccc1/C=N/n1c(COc2ccccc2)n[nH]c1=S	-12%	1%	-32%	2µM*	-1	-1%	10%	-2%	-7%
COc1ccc(Cc2nnc(SCc3c(C)noc3C)n2C2CCCCC2)cc1OC	7%	0%[57.4 µM]	9%	15%[59 µM]	2	0%	2%	31%	-19%
O=C(Nc1ccsc1C(=O)O)c1cccc(Oc2ccccc2)c1	1%	-17%	10%	?	-1	-17%	9%	-1%	-6%
CCS(=O)(=O)c1ccc(O)c(NC(=O)/C=C/c2ccccc2)c1	1%	24%	-17%	·	13	-12%	18%	19%	6%
CS(=O)(=O)N1CCN(c2ccccc2NC(=O)Cc2ccc(Cl)cc2)CC1	6%	-3%	18%	-10%[59 µM]	-1	0%	6%	46%[activator]	-10%
CCOc1ccc(/C=N/NC(=O)C2CC2)c(OCC)c1	1%	-1%	13%	11%	-4	-1%	11%	49%[activator]	-6%
Fc1ccc(CSc2ccc(-c3cccs3)nn2)cc1	1%	28%&-5%	-36%	?	0	-9%	·	45%[activator]	-1%
CCn1cc(C(=O)OC)c(=O)c2ccc(C)nc21	1%	-8%	-6%	-1%[59 µM]	0	-21%	-12%	23%	-16%
O=C(Cn1cc([N+](=O)[O-])ccc1=O)NCC(=O)Nc1ccc(F)c(F)c1F	?	0%	10%	·	-4	·	4%	7%	-14%
The list continues.
SMILES	GLS inhibitor	ALOX12 inh	RGS4 inh	G9a inh	PI4K2A inh	BAZ2B inh	ERG-DNA inh	HP1b binding inh	JMJD2A Tudor inh
CCOC(=O)C1CCCN(S(=O)(=O)c2cc(-c3cc(C)no3)ccc2OC)C1 (configuration not stated)	-3%	-17%	-12%	-29%[59 µM]	1	0%	1%	33%	-11%
N/C(=N\OC(=O)c1ccco1)c1ccc(Br)cc1	-1%	27%	-20%[11.4 µM]	8%	-7	-23%	8%	11%	-7%[11.4 µM]
CCOc1ccc(CONS(=O)(=O)c2ccc(NC(C)=O)cc2)cc1Cl	?	-8%	5%	8%[59 µM]	-2	-8%	-6%	9%	-14%
CCN(Cc1ccncc1)C(=O)c1cc(COc2c(C)cccc2C)on1	1%	4%	-12%	-7%	1	-11%	-8%	48%[activator]	-4%
CCCc1ccc2oc(C(=O)N(Cc3ccncc3)CC3CCCO3)c(C)c2c1 (configuration not stated)	-3%	-21%	-17%	-10%	0	-29%	-19%	26%	-20%

Screens deposited in PubChem BioAssay by National Center for Advancing Translational Sciences (NCATS).
